NS5 inhibitors: flavivirus cap methylation enzyme inhibition – biochemical, confirmation dose response, primary screen (AID 588689); Dengue-2 NS5 methyltransferase capping enzyme assay, biochemical; higher % means a stronger effect; inhibition, % at 25 µM; hits with a dose series show IC50 in µM; 340,000 compounds, 0.3% hits; in the data active = a potency from the dose series; inconclusive = inhibition above about 29% without an active follow-up result
NTR1 ag: NTR1-driven beta-arrestin-GFP spot formation – imaging, U2OS cells, high content, primary screen (AID 493036) | P30989 | 330,000 compounds, 0.17% hits | activation, % at 20 µM | agonist mode;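 active = activation at or above 40% of the spot to cytoplasm intensity ratio, with at least 20 cells analyzed; inconclusive = wells under 20 cells, flagged as cytotoxic or low count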;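 also: 0% = DMSO without peptide and 100% = 100 nM NTR1 peptide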
Target sequence (P30989 whole entry, looked up): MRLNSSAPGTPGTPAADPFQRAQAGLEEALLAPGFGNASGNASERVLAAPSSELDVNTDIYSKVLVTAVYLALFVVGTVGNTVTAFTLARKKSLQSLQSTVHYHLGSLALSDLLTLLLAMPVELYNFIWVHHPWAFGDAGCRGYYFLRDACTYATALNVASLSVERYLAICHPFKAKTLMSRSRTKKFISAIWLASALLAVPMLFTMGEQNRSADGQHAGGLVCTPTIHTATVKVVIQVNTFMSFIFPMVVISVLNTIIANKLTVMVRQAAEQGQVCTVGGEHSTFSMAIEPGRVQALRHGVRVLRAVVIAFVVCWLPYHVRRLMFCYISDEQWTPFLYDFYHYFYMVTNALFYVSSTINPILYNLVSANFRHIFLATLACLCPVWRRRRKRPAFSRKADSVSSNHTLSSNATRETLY
WT yeast gro inh: growth inhibition of WT yeast, mitochondrial fusion screen; mitochondrial fusion phenotypic screen, WT strain; inhibition, % at 10 µM; 190,000 compounds, 2.1% hits; AID 1362; in the data active = inhibition above about 58%; tested in S. cerevisiae
UTI89 phage lysis: protection from phage-mediated lysis, alamar blue read-out – E. coli UTI89, K1F phage, bacterial capsule biogenesis inhibitors (AID 488966); E. coli UTI89 K1F phage lysis, alamar blue, 2 h; higher % means a stronger effect; inhibition, % at 100 µM, or IC50 in µM where a hit was titrated; 340,000 compounds, 0.02% hits;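 active = phage lysis inhibition, versus mean bacterial control, above a set limit; inconclusive = no clear call, values can overlap the other calls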;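 also: capsule biogenesis inhibitors block K1F phage lysis so surviving cells raise fluorescence; higher fluorescence means more inhibition of phage lysis; actives were called in the ten point dose series up to 300 µM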
Autophagy mod: alters autophagy in cells; AID 463193; calls only at 10 µM (by protocol); MEF GFP-LC3 puncta imaging; test concentration mostly 10 µM; 190,000 compounds, 0.98% hits;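 active = percentage of spot-positive cells more than 3 SD above its plate mean, without a fluorescence outlier flag or 80% toxicity; inconclusive = no clear call, values can overlap the other calls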;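 also: spot-positive cell cutoff set from DMSO-treated cells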
RSV antiviral HEp-2: inhibition of RSV-induced cytopathic effect – HEp-2 cells, primary 10 µM value included (AID 2391); HEp-2 cells, RSV-induced CPE inhibition; higher % means a stronger effect; CPE inhibition, % at 10 µM, or IC50 in µM where a hit was titrated; 310,000 compounds, 0.13% hits; in the data active = a potency from the dose series; inconclusive = CPE inhibition mostly from about 23% at the one dose, without a potency; inactive = the rest, 99 in 100 with CPE inhibition below about 21%; also: strong numbers were not always called active
AID2073: inhibitors of Mint1-CaV2.2 protein interaction, biochemical, HTRF (AID 2073); 290,000 compounds, 0.19% hits; inhibition, % at 20 µM, or IC50 in µM where a hit was titrated; HTRF protein-protein interaction, Mint1-CaV2.2; higher % means a stronger effect; in the data active = inhibition mostly above about 51%, no sharp cut-off; inconclusive = no clear call, values can overlap the other calls; inactive = mostly below about 53%; also: some results filed as inactive read as strong as hits
GPR35 antagonists: GPR35 antagonists blocking zaprinast-driven arrestin recruitment, primary screen, imaging, U2OS, beta-arrestin-GFP, zaprinast agonist (AID 2058); U2OS GPR35 beta-arrestin-GFP translocation imaging, zaprinast antagonism; higher % means a stronger effect; one-dose inhibition, % at 10 µM; IC50 in µM for titrated hits; 290,000 compounds, 0.052% hits;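 active = inhibition of at least 50% with at least 30 cells and total cytoplasm GFP at most 10,000,000; inconclusive = under 30 cells or total GFP of 10,000,000 plus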
LYP phosphatase: PTPN22 lymphoid phosphatase activity blockers – biochemical, fluorescence intensity, uHTS (AID 1779). recombinant LYP phosphatase, fluorescence intensity; higher % means a stronger effect. inhibition, % at 11.5 µM; hits with a dose series show IC50 in µM. 290,000 compounds, 0.054% hits; in the data active = inhibition above about 50%;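 also: plate controls were vehicle with enzyme for no effect and no enzyme for full effect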
WT yeast gro inh mutant strain: also measured in WT yeast gro inh; calls as there; inhibition, %; mitochondrial fusion phenotypic screen, mutant strain inhibition
Autophagy mod cell loss 18 h: also measured in Autophagy mod; calls as there; toxicity, %; measured here: cell loss, nuclei count;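 cell loss after 18 h compound exposure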
NTR1 ag cell count 20 µM: also measured in NTR1 ag; calls as there; cell count; measured here: cell count, cytotoxicity flag
The depositor's hits bear a star; i = inactive; u = inconclusive; x = no result given; + = active, no number; [ ] = remark or other dose.

Sample of the layout, four compounds:
SMILES	NS5 inhibitors	NTR1 ag	NTR1 ag cell count 20 µM	WT yeast gro inh	WT yeast gro inh mutant strain	UTI89 phage lysis	Autophagy mod	Autophagy mod cell loss 18 h	RSV antiviral HEp-2	AID2073	GPR35 antagonists	LYP phosphatase
O=C(/C(=N\Nc1ccc(Br)cc1)Sc1nnnn1-c1ccccc1)c1ccccc1	-2.5%	0.2	37	39.8	11.7	2.3%[50 µM]	i	15.5	3.3%	-0.7%	8.8%	6.4%
Cc1cc(=O)nc2c3ccccc3n(CC(=O)NCCCN3CCCC3=O)n12	5.9%	-0.6	54	x	x	0.2%	x	x	x	8.4%	-9.2%	-12.0%
CCCNC(=O)CS(=O)Cc1nc(-c2ccccc2C)oc1C (stereo not given)	-2.8%	0.4	93	9.9	6.1	-2.8%	i	-2.6	-0.5%	-3.0%	4.3%	-4.5%
C/C(=N\NC(=O)CC1N=C(Cc2ccccc2)NNC1=O)c1ccccc1 (stereo not given)	-0.8%	-1.7	50	5.2	1.4	1.6%	i	-9.7	2.5%	13.7%	16.2%	-3.7%

Main list, from the first entry:
SMILES	NS5 inhibitors	NTR1 ag	NTR1 ag cell count 20 µM	WT yeast gro inh	WT yeast gro inh mutant strain	UTI89 phage lysis	Autophagy mod	Autophagy mod cell loss 18 h	RSV antiviral HEp-2	AID2073	GPR35 antagonists	LYP phosphatase
O=C(/C(=N\Nc1ccc(Br)cc1)Sc1nnnn1-c1ccccc1)c1ccccc1	-2.5%	0.2	37	39.8	11.7	2.3%[50 µM]	i	15.5	3.3%	-0.7%	8.8%	6.4%
Cc1cc(=O)nc2c3ccccc3n(CC(=O)NCCCN3CCCC3=O)n12	5.9%	-0.6	54	x	x	0.2%	x	x	x	8.4%	-9.2%	-12.0%
CCCNC(=O)CS(=O)Cc1nc(-c2ccccc2C)oc1C (stereo not given)	-2.8%	0.4	93	9.9	6.1	-2.8%	i	-2.6	-0.5%	-3.0%	4.3%	-4.5%
C/C(=N\NC(=O)CC1N=C(Cc2ccccc2)NNC1=O)c1ccccc1 (stereo not given)	-0.8%	-1.7	50	5.2	1.4	1.6%	i	-9.7	2.5%	13.7%	16.2%	-3.7%
O=C(CCN1C(=O)[C@@H]2Cc3ccccc3CN2C1=O)N[C@@H](C(=O)O)c1ccccc1	0.0%	1.5	103	x	x	0.9%	x	x	0.2%	-5.7%	7.3%	-6.3%
C[C@@H]1CC=C[C@H]2[C@H]1C(=O)N(Cc1ccccc1)[C@H]2c1cccc([N+](=O)[O-])c1	-9.2%	-1.7	92	x	x	-1.0%	x	x	0.2%	-9.3%	-7.8%	2.1%
COc1ccc2nc(Cl)cc(Cl)c2c1	7.8%	0.5	48	x	x	-0.9%	x	x	3.1%	4.0%	2.6%	-6.9%
CC(=O)Oc1ccc(C(=O)[C@H]2[C@H]3C(=O)N(c4cccc5ccccc45)C(=O)[C@H]3[C@@H]3C=CC=NN32)cc1	1.9%	2.9	78	-9.0	9.5	-0.7%[50 µM]	i	4.0	4.3%	19.2%	-0.8%	8.6%
CCn1ccnc1CN(C)C(=O)CCc1nnc(CCCc2ccccc2)o1	-2.7%	0.1	83	-7.9	-7.8	0.1%	i	-15.2	0.2%	3.5%	5.9%	-6.6%
COC(=O)c1ccc(CSc2n[nH]c(C)n2)o1	-7.1%	-1.4	47	-10.4	15.1	1.4%[50 µM]	i	10.8	2.6%	-0.4%	4.4%	-4.5%
Cc1cccc(NC(=O)CSc2nnc([C@@H]3CCCN3C(=O)OC(C)(C)C)o2)c1C	0.7%	-1.0	53	6.9	16.2	3.9%[50 µM]	i	-6.3	1.0%	-9.4%	5.9%	-3.9%
Cn1c(C(=O)c2ccccc2)nc2ccccc21	-5.5%	0.0	91	x	x	-1.1%[50 µM]	x	x	1.2%	-2.4%	-14.1%	2.9%
Cc1ccc(-c2cc(C(=O)N/N=C/c3ccco3)[nH]n2)cc1	4.8%	-1.5	53	32.8	-2.2	-0.4%	i	0.7	-0.4%	-4.4%	-3.6%	3.1%
CC1CC(Nc2ccccc2)c2ccccc2N1C(=O)c1ccccc1F (stereo not given)	-5.8%	0.7	47	x	x	1.1%	x	x	0.4%	7.5%	-1.2%	0.7%
CC(=O)N(C(C)=O)c1nc(-c2ccccc2)cn1/N=C/c1ccccc1	18.4%	0.2	56	x	x	-0.3%	x	x	1.0%	7.8%	10.5%	-4.6%
CCOC(=O)Cn1cc(C(=O)OC)c2ccccc21	-3.1%	-0.6	66	-63.0	0.0	0.7%	i	-23.3	1.2%	-2.4%	-3.8%	-12.0%
Cc1ccc(-c2nc(C)sc2CC(=O)Nc2cccc(C)c2C)cc1	0.0%	0.3	31	-5.6	7.0	1.1%	i	25.7	1.9%	3.3%	-14.4%	-7.1%
COc1ccc(/C=N/N=C2\SC(CC(=O)O)C(=O)N2c2ccccc2)c(OC)c1 (stereo not given)	4.5%	6.0	63	2.7	-8.6	1.7%[50 µM]	i	-3.3	2.4%	0.4%	-3.8%	-0.8%
O=C(CSc1nnc(NC(=O)c2ccccc2F)s1)NCc1ccc(F)cc1	-5.2%	-1.0	65	x	x	-0.1%	x	x	0.9%	10.4%	24.3%	-8.3%
c1ccc(-c2nnc3n2-c2ccccc2SC3)cc1	-0.8%	0.8	65	x	x	0.6%	x	x	3.9%	-2.6%	-0.7%	-7.1%
COc1cc(/C=N/NC(=O)CN2CCCCC2)ccc1OCc1ccc(Br)cc1	-1.4%	-1.6	53	-3.4	-2.6	3.8%	i	0.4	14.3%	-7.7%	11.3%	0.0%
COc1ccc(C(=O)NCc2nnc(SCC(=O)Nc3nnc(C)s3)o2)cc1	2.8%	1.9	89	4.1	7.2	0.3%	i	18.1	2.3%	8.4%	8.6%	-1.5%
O=C(NCCc1ccccc1Cl)c1cc(COc2ccc(F)cc2F)on1	12.5%	0.7	54	x	x	2.1%[50 µM]	x	x	u	-8.8%	1.1%	0.7%
CCOC(=O)CN=C(NS(=O)(=O)c1ccc(Cl)cc1)c1ccccc1	-1.5%	0.7	58	4.7	13.3	0.2%	i	-24.0	-0.1%	0.5%	-0.4%	-9.5%
CN(Cc1ccccc1F)c1nc(-c2cccnc2)nc2ccccc12	-4.9%	9.3	61	x	x	-0.5%	x	x	u	11.7%	-17.9%	0.9%
The listing continues.
SMILES	NS5 inhibitors	NTR1 ag	NTR1 ag cell count 20 µM	WT yeast gro inh	WT yeast gro inh mutant strain	UTI89 phage lysis	Autophagy mod	Autophagy mod cell loss 18 h	RSV antiviral HEp-2	AID2073	GPR35 antagonists	LYP phosphatase
Cc1cc(C)cc(N(CC(=O)NCCSCc2ccco2)S(C)(=O)=O)c1	-5.0%	-0.8	33	-1.1	-10.7	-1.8%	i	-3.9	-1.9%	17.3%	7.2%	-14.0%
COc1ccc(OC)c2c(C)cc(N3CCCCCC3)nc12	39.0%	11.3	56	x	x	-0.2%	x	x	7.8%	18.7%	3.0%	-7.2%
Fc1ccc(-c2nnsc2Sc2ccccn2)cc1	-4.4%	0.5	68	-2.8	8.2	0.9%	i	6.7	-2.0%	-30.6%	-6.2%	-1.9%
Cc1ccc(N2C(N)=NC(N)=NC2(C)C)c(C)c1	1.4%	0.0	61	-3.6	21.6	0.3%	i	-4.2	1.3%	4.1%	13.4%	-0.9%
CCOc1ccc(N2C(=O)CC(NCc3ccc(S(N)(=O)=O)cc3)C2=O)cc1 (stereo not given)	-3.2%	-1.1	58	x	x	0.2%	x	x	-0.2%	3.4%	-10.6%	0.0%
NC(=O)CSc1nnc(COc2ccc3ccccc3c2)o1	0.8%	-0.8	77	x	x	1.2%	x	x	0.3%	-10.4%	3.2%	-10.1%
O=C(NCC(c1ccco1)N1CCCC1)c1cccc(NS(=O)(=O)c2ccc(Br)cc2)c1 (stereo not given)	1.4%	-0.9	64	x	x	0.1%[50 µM]	x	x	0.1%	x	x	x
Cc1cc(C)c2nc(SCC(=O)Nc3cc(C)on3)c(C#N)cc2c1	-5.0%	2.0	50	x	x	0.3%	x	x	0.8%	29.8%	7.2%	-14.1%
CC1CC(=O)c2cnc(NCC3CCCO3)nc2C1 (stereo not given)	15.8%	-0.1	70	-7.3	4.5	0.0%	i	-1.9	2.1%	4.0%	17.0%	2.7%
COc1ccc(C2C(C(=O)c3ccco3)=C(O)C(=O)N2CC2CCCO2)c(OC)c1 (stereo not given)	0.8%	-1.0	51	x	x	0.3%	x	x	-0.3%	12.4%	-1.1%	-4.1%
CCCCOc1ccc(C(=O)NCC(=O)N(C)Cc2nc3ccccc3c(=O)[nH]2)cc1	2.2%	0.7	68	x	x	1.0%[50 µM]	x	x	0.5%	x	x	x
CCOC(=O)c1sc(NC(=O)CSc2nccn2C)nc1C	1.3%	-0.4	43	x	x	0.1%[50 µM]	x	x	0.8%	-4.1%	5.1%	-5.8%
O=C(Nc1ccc2c(c1)nc1n2CCOC1)c1ccco1	-5.5%	-1.5	83	-0.1	7.5	0.0%	i	0.3	2.8%	-4.7%	12.3%	-5.2%
Cc1cccc(N2CCN(C(=O)Cn3nc(C)n4cccc4c3=O)CC2C)c1 (stereo not given)	0.0%	0.8	61	x	x	4.6%	x	x	2.1%	-2.8%	-10.2%	0.8%
Cc1cc(C)cc(NC(=O)CN2CCc3ccccc3C2)c1	-4.8%	-3.3	97	10.6	3.2	6.2%	i	-3.1	1.1%	-11.0%	3.0%	-1.2%
COc1ccc(-c2cc(C(=O)N3CCCCC3)c3ccccc3n2)cc1	-8.1%	-0.2	47	x	x	-0.6%[50 µM]	x	x	0.2%	x	x	x
CCn1c(C(=O)Nc2ccsc2C(=O)OC)cc2sc(Cl)cc21	0.7%	11.7	49	15.5	21.3	-0.1%	+	10.1*	3.6%	18.5%	13.7%	-5.0%
COc1ccc(/C=N/N(C)C2=NS(=O)(=O)c3ccccc32)cc1OC	-0.7%	1.2	103	x	x	0.3%	x	x	-1.1%	8.0%	-9.0%	-13.2%
CCc1ccc(C(C)NC(=S)NCc2ccc(F)cc2)cc1 (stereo not given)	-6.2%	6.4	65	x	x	0.0%	x	x	0.1%	5.2%	-11.9%	-2.6%
